# V1R ag counter: counter-screen for oxytocin receptor agonists: human V1a receptor agonists; P37288; CHO-V1R cells, Fluo-8 calcium fluorescence, agonist mode; 0% DMSO, 100% 3 nM vasopressin; activation, % at 3 µM; actives 0.25% (n = 320,000);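 active = activation above the mean activation of all tested compounds plus 3 SD, per screening run, cut at about 20% in these data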;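 also: signal is peak over basal fluorescence ratio across a 100 second FLIPR read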
# Target sequence (P37288 whole entry, looked up): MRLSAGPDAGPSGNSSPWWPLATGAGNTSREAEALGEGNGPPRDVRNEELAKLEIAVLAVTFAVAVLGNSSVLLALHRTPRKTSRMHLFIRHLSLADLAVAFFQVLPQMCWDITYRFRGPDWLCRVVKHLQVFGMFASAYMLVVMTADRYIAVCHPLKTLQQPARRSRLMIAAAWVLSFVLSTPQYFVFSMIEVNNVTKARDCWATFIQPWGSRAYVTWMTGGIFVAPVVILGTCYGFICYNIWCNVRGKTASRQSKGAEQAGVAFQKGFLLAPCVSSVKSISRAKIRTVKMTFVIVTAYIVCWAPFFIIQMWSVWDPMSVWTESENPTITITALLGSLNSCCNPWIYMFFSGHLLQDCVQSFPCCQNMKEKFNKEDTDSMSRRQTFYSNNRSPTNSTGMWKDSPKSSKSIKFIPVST
# OXTR ag: agonists of human oxytocin receptor; P30559; CHO-OTR cells, Fluo-8 calcium fluorescence; normalized: DMSO 0%, oxytocin 100%; activation, % at 3 µM; actives 0.32% (n = 320,000); AID 2435;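 active = activation above the mean of all tested compounds plus 3 SD, cutoff set per screening run, cut at about 20% in these data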;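 also: peak over basal fluorescence ratio from a 100 s FLIPR kinetic read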
# Target sequence (P30559 whole entry, looked up): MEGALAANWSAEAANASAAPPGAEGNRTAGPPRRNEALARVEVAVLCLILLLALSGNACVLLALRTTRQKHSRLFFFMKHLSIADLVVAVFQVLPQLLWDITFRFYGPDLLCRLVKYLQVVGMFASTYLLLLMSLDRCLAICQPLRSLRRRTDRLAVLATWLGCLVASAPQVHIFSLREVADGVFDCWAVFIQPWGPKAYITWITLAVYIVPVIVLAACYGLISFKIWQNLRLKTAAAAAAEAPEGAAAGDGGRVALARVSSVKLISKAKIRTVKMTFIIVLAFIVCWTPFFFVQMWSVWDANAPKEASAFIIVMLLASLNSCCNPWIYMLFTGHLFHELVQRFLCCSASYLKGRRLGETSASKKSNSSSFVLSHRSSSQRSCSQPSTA
# TAAR1 antagonist: human TAAR1 antagonism; Q96RJ0; CHO RD-HGA16 TAAR1, Fluo-8 calcium fluorescence, antagonist; inhibition, % at 3 µM; actives 1.5% (n = 360,000); AID 624466;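 active = inhibition above a per-plate cutoff, the mean inhibition of test compounds on that plate plus 3 SD, cut at about 49% in these data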;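 also: 0% = DMSO plus EC80 beta-PEA response and 100% = DMSO alone without agonist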
#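 Assay system: RD-HGA16 CHO cells with stable hTAAR1 and Gα16 / Reagent: EC80 β-phenethylamine stimulus / Doses: 3 µM, single point / Timing: dye loading 75 min at 37 °C, then 30 min room temperature / Measured by: Fluo-8 intracellular calcium dye fluorescence, real-time kinetic reads / Controls: vehicle wells and EC80 agonist wells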
# TAAR1 ag: human TAAR1 agonism. activation, % at 3 µM. actives 0.99% (n = 360,000). CHO RD-HGA16 TAAR1, Fluo-8 calcium fluorescence; vehicle wells 0%, saturating PEA agonist 100%. AID 624467;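 active = activation above the mean activation of all test compounds in the run plus 3 SD, cut at about 38% in these data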
#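 Benchmarks: low control DMSO, high control PEA (EC100); System: CHO RD-HGA16 cells carrying human TAAR1 plus Gα16; Detection: Fluo-8 fluorescence, 5 s baseline then 140 s kinetic read; Schedule: 17-24 h plating, Fluo-8 75 min 37 °C, 30 min RT; Read-out basis: % activation from peak over basal fluorescence ratio, DMSO-to-PEA scaled.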
# CHO parental Ca: counter-screen: ATP calcium response change in parental CHO cells. parental CHO-K1, ATP-induced calcium, Fluo-8 fluorescence. inhibition, % at 5.6 µM. actives 0.63% (n = 330,000). AID 463079;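 active = inhibition above that plate's mean sample inhibition plus 3 SD, cut at about 26% in these data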;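 also: 0% = ATP-challenged DMSO wells and 100% = DMSO wells without ATP; some compounds past the cut are filed as inactive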
#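 Material: Parental CHO cells | Reagent: ATP | Compound dosing: Single nominal dose of 5.6 µM per compound | Detection: Intracellular calcium via Fluo-8 no-wash fluorescent dye | Read-out: % inhibition of ATP-induced calcium mobilization | Benchmarks: Low control ATP plus DMSO, high control DMSO only | Replicates: Singlicate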
# CHRM1 PAM: human CHRM1 positive allosteric modulation; CHO-K1 hM1, Fluo-8 calcium fluorescence, ACh EC20; 0% = ACh EC20, 100% = maximal ACh; activation, % at 3 µM; actives 0.088% (n = 360,000); AID 588819; in the data active = activation above about 19%, passing the limit was not always enough
# OXTR potentiate: potentiators of human oxytocin receptor | activation, % at 3 µM | actives 0.061% (n = 320,000) | CHO-OTR cells, Fluo-8 calcium fluorescence, potentiator mode; 0% = oxytocin EC15, 100% = EC100 | P30559;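 active = activation above that plate's cutoff, the mean activation of tested compounds plus 3 SD, cut at about 6.6% in these data, passing the limit was not always enough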;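 also: 100% uses oxytocin at 75 nM as the full agonist control; some results filed as inactive read as strong as hits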
#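 assay system = CHO-OTR cells, human receptor | schedule = compound 6 min at room temperature before oxytocin, 100 s read | detection = Fluo-8 intracellular calcium fluorescence, ex 470-495, em 515-575 nm | evaluation = normalized max/min fluorescence ratio, % activation | control set = EC15 oxytocin alone as 0%, 75 nM oxytocin (EC100) as 100%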
# CHRM1 agonist: human M1 muscarinic receptor agonism; CHO-K1 hM1, Fluo-8 calcium fluorescence, agonist mode; 0% DMSO, 100% acetylcholine EC100; activation, % at 3 µM; actives 0.33% (n = 360,000); AID 588814;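 active = activation above the run's mean compound activation plus 3 SD, cut at about 16% in these data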;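 also: peak over basal fluorescence ratio within a 140 s kinetic read after compound addition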
# CHRM1 antagonist: antagonists of human M1 muscarinic receptor. P11229. CHO-K1 hM1, Fluo-8 calcium fluorescence, ACh EC80 antagonist. inhibition, % at 3 µM. actives 1.3% (n = 360,000). AID 588852;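 active = percent inhibition above its own plate's cutoff, namely the mean of that plate's compound wells plus 3 SD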;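 also: peak over basal fluorescence ratio during 140 s after agonist addition; 0% = ACh EC80 plus DMSO and 100% = DMSO alone without agonist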
# Active calls of the source: *; . = no result given.
molecule	CHRM1 PAM	OXTR ag	V1R ag counter	CHRM1 agonist	TAAR1 ag	OXTR potentiate	CHO parental Ca	TAAR1 antagonist	CHRM1 antagonist
CC1=C(C(=O)N(C)C)CC(CC(=O)NCCc2ccccn2)C(=O)N1CCC1=CCCCC1 (configuration not stated)	2.2	.	.	-2.7	25.5	.	.	-19.0	7.8
Nc1nnc(SCCOc2cccc(Br)c2)s1	1.4	4.2	1.8	-2.1	4.0	-3.3	-15.8	-2.1	4.0
CC(n1cnnn1)C12CC3CC(CC(C3)C1)C2 (configuration not stated)	-8.6	0.0	-0.2	-4.2	13.1	-11.0	-5.9	-5.1	17.8
O=C1NC(=O)C(=O)N1	-0.4	-0.1	0.0	0.7	2.3	-8.2	-12.5	2.8	-17.7
CC(C)NC(=O)NC(=O)CN1C(=O)NC2(CCc3ccccc3C2)C1=O (configuration not stated)	6.7	0.7	0.0	-2.7	11.0	-2.1	-14.8	-35.7	-12.8
COc1ccc(S(=O)(=O)N2CCN(C)CC2)cc1C(=O)N1CCCCC1	6.5	-0.3	-0.2	-1.9	1.9	-2.8	-3.4	1.4	-7.1
OC(CNCCc1ccc(C(F)(F)F)cc1)COC(c1ccccc1)c1ccccc1 (configuration not stated)	-25.3	27.3*	35.4*	-3.4	35.2	-15.3	89.5*	35.4	76.2*
CC(=O)N1CCc2cc(S(=O)(=O)NC(C(=O)Nc3ccc4c(c3)OCCO4)C(C)C)ccc21 (configuration not stated)	8.3	-0.3	-0.7	1.9	3.3	-1.8	-11.6	-8.0	-18.7
CC(NC(=O)C(=O)N/N=C/c1ccccc1)c1ccccc1 (configuration not stated)	6.5	-0.6	0.0	-4.8	6.1	-10.8	-1.2	17.1	1.3
Cc1ccc(CN(C)C(=O)c2ccccc2NC(=O)c2ccccc2)o1	20.6	-0.9	-0.5	3.4	-0.1	4.5	-19.3	-18.7	-13.0
CCNc1nc(C#N)nc2c1ncn2-c1cc(F)cc(F)c1	-3.7	0.6	-0.1	-3.7	8.4	-2.4	-3.0	23.0	-5.0
CCOC(=O)c1ccc(-n2c(N)c(C(=O)NCC3CCCO3)sc2=S)cc1 (configuration not stated)	7.3	0.0	1.5	-3.6	18.5	-2.8	-3.4	1.2	-3.1
O=C(OCc1ccccc1)/C(=C/c1ccccc1Cl)NC(=O)c1ccco1	-0.9	-1.8	-0.9	-4.4	-3.6	-7.2	-9.3	1.5	-3.2
Cc1ccc(NC(=O)COC(=O)C2=NNC(=O)CC2)c(Br)c1	6.7	0.3	0.4	0.9	0.9	-6.2	-10.8	9.6	2.0
COc1ccc(OCc2nnc(SCC(=O)Nc3cccc(Cl)c3)o2)cc1	5.8	7.2	5.5	0.8	-2.2	-7.0	-11.4	8.6	-2.3
CCN1CCN(c2ccc(Cl)cc2NC(=O)c2ccco2)CC1	2.5	1.9	1.0	-6.7	2.5	0.3	-23.9	-15.5	-4.4
CC(NC(=O)c1ccc(F)cc1)c1nc2ccccc2n1Cc1ccccc1F (configuration not stated)	0.9	-1.7	0.2	-7.2	.	1.1	-20.6	.	-6.9
Cn1nccc1C(=O)N1CCN(S(=O)(=O)c2ccc(Br)s2)CC1	6.3	0.8	0.8	-2.1	3.2	-1.2	-6.4	-14.2	-3.8
CC(=O)Oc1cccc(N2C(=O)C3CC=CCC3C2=O)c1 (configuration not stated)	7.5	-0.5	-0.1	-5.3	1.4	-7.8	-9.0	6.4	-5.9
C/C(=N/NC(=O)c1ccc(-c2ccccc2)cc1)c1cc(O)cc(O)c1	-2.8	.	.	-3.6	-0.9	.	.	27.0	3.3
C#CCOCCOCCOCCNc1nc(N2CCN(C(=O)CCCCCCCCCCNC(=O)[C@H](CCCCN)n3cc(CCCC(=O)O)nn3)CC2)nc(N2CCN(C(=O)CCCCCCCCCCNC(=O)[C@H](CCCN=C(N)N)n3cc(C[C@@H](C)CC)nn3)CC2)n1	-32.5	3.1	14.8	-10.8	.	-9.3	2.2	.	13.4
COc1ccc(C2=NS(=O)(=O)N(C)C(C(=O)NCc3ccccn3)=C2)cc1	4.6	0.6	0.2	0.1	1.4	-2.9	-9.4	-6.6	-2.1
CC(C)(C)NC(=O)CN1CCN(C(=O)CCl)CC1	3.9	0.7	1.6	-6.6	0.8	-3.4	4.5	0.4	-6.0
Cc1cc(OCc2cc(C(=O)NCc3cc(C(C)C)no3)no2)cc(C)c1Cl	5.1	2.0	3.2	-0.5	2.7	-6.7	-8.9	-23.8	2.8
C=CCS(=O)(=O)N1CCCC(N2CCN(c3ccccc3OC)CC2)C1 (configuration not stated)	3.8	-0.6	-0.6	-4.2	0.2	-4.6	-2.2	-11.6	-6.9
c1cncc(N=c2scc(-c3cccc4ccccc34)n2CCCn2ccnc2)c1	-2.4	0.2	2.0	-11.9	4.0	-10.4	-25.1	-30.1	-7.8
CCN1C(=O)c2cccc3c(N)ccc1c23	5.9	1.4	1.2	1.1	0.8	-3.8	-13.4	-1.1	-1.3
Cc1c(C(=O)Nc2ccc(Cc3ccncc3)cc2)cccc1[N+](=O)[O-]	1.1	5.5	8.0	4.8	5.4	-6.9	9.2	45.2	2.0
O=C(COC(=O)Cc1n[nH]c(=O)c2ccccc12)Nc1ccc(Cl)cn1	-6.2	-1.7	1.0	-7.2	3.4	-2.5	-26.2	14.1	4.9
CCN(CC)S(=O)(=O)c1ccc(N2CCCC2)c(NS(=O)(=O)c2ccc(OC)cc2)c1	-6.3	-3.3	-0.9	-5.4	-0.2	-6.3	-1.8	6.1	13.6
Cc1cccc(N(C(=O)c2ccco2)C(C(=O)NC2CCCC2)c2ccco2)c1C (configuration not stated)	9.0	.	.	-2.3	0.8	.	.	-0.1	-8.7
CC(=O)Nc1cccc(OCCCNC(=O)c2cccc3ccccc23)c1	7.6	0.4	1.3	-0.8	3.3	0.9	-12.4	2.8	-13.3
CC1CCN(S(=O)(=O)c2cccc(C(=O)Nc3ccccn3)c2)CC1	9.5	0.6	0.9	-4.7	2.7	-6.1	-6.2	-9.4	-6.5
O=C(NC1CCCC1)c1cccc(Oc2ccccc2)c1	8.7	-1.2	-0.8	-9.6	4.4	-8.2	-3.9	-11.4	-10.3
COc1ccc(C(=O)OCC(=O)NC2CCCC2)c(OC)c1OC	-3.6	1.8	1.7	-3.4	3.0	-4.0	1.3	4.9	8.7
CCOC(=O)c1ccc(N2C(=O)C3C(C2=O)C(C(=O)c2ccc(Cl)cc2)N2CCCC32)cc1 (configuration not stated)	-1.1	0.8	0.7	-3.9	15.9	-14.2	-2.7	18.4	-2.1
N#CCCN(C(=O)COC(=O)CCc1c[nH]c2ccccc12)c1ccccc1	11.6	6.6	6.4	15.6	1.6	-16.0	1.3	31.4	-16.1
Cc1ccc(OCCNC(=O)c2ccco2)cc1C	12.0	0.8	0.1	-4.2	7.0	-1.9	4.7	1.7	-14.0
COc1cccc(C(C(=O)NC2CCCCC2)N(C(=O)c2ccco2)c2ccccc2OC)c1 (configuration not stated)	4.7	-1.1	-1.1	-4.9	-2.9	-9.8	-16.2	10.2	-3.9
O=C(O)COCC(=O)Nc1ccc(OCCc2ccccc2)cc1	8.6	-0.4	1.0	-8.1	6.4	-6.6	-6.3	-6.9	-15.3

# Part of the list above, with values under each structure:
# Under each structure: CHRM1 PAM, OXTR ag, V1R ag counter, CHRM1 agonist, TAAR1 ag, OXTR potentiate, CHO parental Ca, TAAR1 antagonist, CHRM1 antagonist
> CC(=O)N1CCc2cc(S(=O)(=O)NC(C(=O)Nc3ccc4c(c3)OCCO4)C(C)C)ccc21 (configuration not stated)
    8.3, -0.3, -0.7, 1.9, 3.3, -1.8, -11.6, -8.0, -18.7
> CC(NC(=O)C(=O)N/N=C/c1ccccc1)c1ccccc1 (configuration not stated)
    6.5, -0.6, 0.0, -4.8, 6.1, -10.8, -1.2, 17.1, 1.3

# Remaining list, next part
molecule	CHRM1 PAM	OXTR ag	V1R ag counter	CHRM1 agonist	TAAR1 ag	OXTR potentiate	CHO parental Ca	TAAR1 antagonist	CHRM1 antagonist
CC(=O)Cn1c(C(F)(F)F)nc2ccccc21	11.5	0.3	0.1	-2.3	8.3	-2.6	0.8	5.2	-14.3
CCOC(=O)C1=C(COC(=O)COc2ccccc2C=O)NC(=O)NC1C (configuration not stated)	0.2	1.3	1.1	-0.5	5.2	0.3	-17.8	13.1	3.2
Cc1c(Cl)c(C(=O)NNC(=S)Nc2ccc(F)cc2)nn1C	-2.6	0.9	0.2	-4.7	-0.1	-8.6	8.4	-5.2	2.7
O=[N+]([O-])c1ccc(S(=O)Cc2ccccc2)c([N+](=O)[O-])c1 (configuration not stated)	-0.1	.	.	0.8	8.0	.	.	22.1	10.9
CC(C)N1C(=O)CCC1C(=O)NC1CCCC1 (configuration not stated)	2.4	1.0	0.8	-4.2	1.6	-0.5	-15.2	-4.3	0.4
CCOC(=O)C1(C)C(C(=O)OC)=C(c2ccc(OC)cc2)c2ccccc2N1C(=O)OC (configuration not stated)	-0.5	.	.	-4.8	-0.6	.	-16.5	-25.1	-11.2
O=C1CCC(=O)N1OCCOc1ccc2c(c1)CCC2	-2.6	-0.4	0.5	-3.4	-1.1	-2.2	6.5	13.9	-6.2
CS(=O)(=O)N(CC(=O)N1CCN(c2ccc(F)cc2)CC1)C1CCCCC1	-1.1	0.8	1.3	-4.2	3.0	-6.2	-2.7	21.1	1.2
O=P(CCCO)(Cc1ccccc1)Cc1ccccc1	6.6	0.7	0.0	-2.7	-2.4	-20.9	9.2	-9.1	-7.9
C=CCc1cccc(/C=N/NC(=O)CCC(=O)Nc2ccc(F)cc2)c1O	2.9	-0.9	-0.2	-5.4	1.5	-0.4	-9.8	8.1	-5.2
Cc1cc(C)c(S(N)(=O)=O)c(C)c1-n1cnnn1	5.2	1.6	0.9	-4.9	5.0	4.7	-9.9	1.2	-6.0
CCSc1nnc(NC(=O)CCCOc2ccc(C)cc2)s1	8.3	1.0	-0.7	-2.4	9.4	8.6	-19.0	-3.3	0.8
CCCCN1CC(COCc2ccccc2)Oc2cccc(F)c2S1(=O)=O (configuration not stated)	0.5	.	.	-5.1	2.2	.	.	33.1	-8.0
O=C(CCCN1C(=O)/C(=C/c2ccccc2Cl)SC1=S)NNC(=O)c1ccc(Cl)cc1Cl	5.3	0.4	-0.1	-1.0	0.3	-2.0	-5.9	-14.4	-16.8

# From PubChem
